High-throughput results deposited in PubChem by The Scripps Research Institute Molecular Screening Center.
hgDAF-12 ag – activates the H. glycines DAF-12 receptor ligand-binding domain; HEK293 GAL4-hgDAF12 UAS-luciferase reporter, agonist luminescence; normalized to butyrate control; activation, % at 6.8 µM; actives 1.8% (n = 370,000); AID 687014;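 active = activation above a cutoff set at the mean of all screened compounds plus 3 SD, cut at about 10% in these data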;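 note: 0% = DMSO wells and 100% = sodium butyrate wells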
FXN GAA850 act – activators of GAA850 frataxin (FXN) promoter; activation, % at 6 µM; HEK293 lucGAA850 FXN promoter luciferase reporter, 24 h; percent of 10 µM SAHA response; actives 0.56% (n = 360,000);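 active = activation above the average of all compounds screened plus 3 SD, cutoff fixed separately per campaign, cut at about 7.5% in these data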;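 note: 0% = DMSO wells and 100% = 10 µM SAHA wells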
DAX1 inh-1 – DAX1 (NR0B1) inhibition, primary screen | HEK293T StAR-luciferase reporter, SF-1/DAX-1 repression relief | inhibition, % at 6.8 µM | actives 1.1% (n = 370,000) | AID 652010;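 active = inhibition above the mean over all tested compounds plus 3 SD, cut at about 3.6% in these data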;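 note: 0% = DAX-1 cells with DMSO and 100% = cells lacking DAX-1 with DMSO; higher inhibition means more luminescence from relief of DAX-1 repression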
ADAM10 inh – inhibitors of human ADAM10 | O14672 | recombinant ADAM10, EDANS/DABCYL FRET peptide cleavage, 3 h | inhibition, % at 7 µM | actives 0.62% (n = 370,000) | AID 720582;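 active = inhibition above a per-campaign cutoff equal to the mean of compounds falling between control-based bounds plus 3 SD, cut at about 20% in these data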;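 note: 0% = DMSO wells while the 100% control is not disclosed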
PLC-gamma1 inh – blocks human PLC-gamma1 enzyme activity; P19174; purified PLC-gamma1, fluorogenic substrate, fluorescence; inhibition, % at 12.2 µM; actives 0.84% (n = 370,000); AID 720700; in the data active = inhibition above about 9.5%
Target sequence (P19174 whole entry, looked up): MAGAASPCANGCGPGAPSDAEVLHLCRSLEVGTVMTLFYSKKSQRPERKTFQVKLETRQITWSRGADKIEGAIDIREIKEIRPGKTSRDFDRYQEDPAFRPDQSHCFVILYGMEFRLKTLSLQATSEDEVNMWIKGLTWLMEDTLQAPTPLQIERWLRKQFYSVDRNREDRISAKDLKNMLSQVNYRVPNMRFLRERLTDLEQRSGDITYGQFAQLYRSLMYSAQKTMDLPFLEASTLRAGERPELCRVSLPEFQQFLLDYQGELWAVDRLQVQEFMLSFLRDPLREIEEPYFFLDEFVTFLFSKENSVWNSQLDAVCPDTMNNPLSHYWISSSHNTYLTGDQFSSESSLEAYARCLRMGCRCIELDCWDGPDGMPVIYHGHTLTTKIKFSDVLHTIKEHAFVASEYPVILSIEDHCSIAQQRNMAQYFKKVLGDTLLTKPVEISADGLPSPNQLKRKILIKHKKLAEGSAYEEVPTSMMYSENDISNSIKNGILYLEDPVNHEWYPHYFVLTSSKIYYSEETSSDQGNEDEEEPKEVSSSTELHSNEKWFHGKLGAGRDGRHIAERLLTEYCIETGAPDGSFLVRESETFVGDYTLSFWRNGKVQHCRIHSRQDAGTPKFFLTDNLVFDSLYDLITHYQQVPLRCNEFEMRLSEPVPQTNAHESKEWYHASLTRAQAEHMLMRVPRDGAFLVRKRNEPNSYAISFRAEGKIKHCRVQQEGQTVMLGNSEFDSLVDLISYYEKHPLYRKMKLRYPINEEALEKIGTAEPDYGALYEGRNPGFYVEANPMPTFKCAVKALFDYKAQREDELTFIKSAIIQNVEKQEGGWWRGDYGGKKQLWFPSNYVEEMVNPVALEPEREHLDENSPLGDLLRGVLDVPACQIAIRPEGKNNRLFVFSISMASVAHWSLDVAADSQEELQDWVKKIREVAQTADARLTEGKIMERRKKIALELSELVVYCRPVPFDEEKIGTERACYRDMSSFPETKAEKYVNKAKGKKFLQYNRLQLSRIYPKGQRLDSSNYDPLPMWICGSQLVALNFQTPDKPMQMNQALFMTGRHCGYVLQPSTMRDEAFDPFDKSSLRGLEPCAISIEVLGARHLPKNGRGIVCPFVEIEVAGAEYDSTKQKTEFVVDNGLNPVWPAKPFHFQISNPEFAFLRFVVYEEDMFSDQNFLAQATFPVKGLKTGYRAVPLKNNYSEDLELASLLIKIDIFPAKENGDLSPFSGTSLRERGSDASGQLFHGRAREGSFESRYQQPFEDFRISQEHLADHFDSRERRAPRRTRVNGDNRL
hcDAF12 agonist – activates DAF-12 receptor from parasite H. contortus; HEK293 hcDAF-12 lit1-tk-luc reporter, luminescence; 0% DMSO, 100% Δ7-dafachronic acid; activation, % at 6.8 µM; actives 1.4% (n = 370,000);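 active = activation above the mean of all tested compounds plus 3 SD, cut at about 5.5% in these data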;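 note: 100% = response to 3 µM Δ7-dafachronic acid high control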
sPLA2-III inh – Blocks human group III sPLA2 activity; inhibition, % at 12.2 µM; QFRET BODIPY PC-A2 liposome hydrolysis, fluorescence; actives 0.56% (n = 370,000);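 active = inhibition above mean plus 3 SD of compounds lying within the high and low control bounds, cut at about 19% in these data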;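 note: 0% = median of test compound wells and 100% = no enzyme DMSO wells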
PLCb3 inh – PLC-beta3 (human) inhibition, primary screen. inhibition, % at 12.2 µM. Purified PLC-beta3, fluorogenic substrate, fluorescence. Q01970. actives 0.18% (n = 370,000); in the data active = inhibition above about 11%;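 note: 0% = median of compound wells on plate and 100% = full blocker control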
DAX1 inh-2 – inhibitors of human orphan nuclear receptor DAX1 (NR0B1); P51843; HEK293 Gal4-DAX1 luciferase reporter, luminescence; inhibition, % at 6.75 µM; actives 0.99% (n = 340,000); AID 504766;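 active = inhibition above the mean over all tested compounds plus 3 SD, cut at about 4.2% in these data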;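 note: 0% = DAX1-transfected cells with DMSO and 100% = empty-vector control cells with DMSO; inhibition shows as a rise in luminescence from relieved DAX1 repression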
ssDAF-12 act – S. stercoralis DAF-12 activation, primary screen | HEK293 ssDAF-12/GRIP1 lit1-tk-luc reporter, luminescence; % of 3 µM dafachronic acid response | activation, % at 6.8 µM | actives 1% (n = 370,000) | AID 652126;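 active = activation above the mean over all tested compounds plus 3 SD, cut at about 0.9% in these data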;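 note: 0% = DMSO-only wells and 100% = 3 µM delta7-dafachronic acid wells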
ADAM17 inh – inhibitors of human ADAM17; recombinant ADAM17, EDANS/DABCYL FRET peptide cleavage; inhibition, % at 6.95 µM; actives 0.83% (n = 370,000); AID 720648;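 active = inhibition above the mean of compounds lying between control limits plus 3 SD, set per campaign, cut at about 8.5% in these data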;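 note: 0% = DMSO-only wells as the low control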
The depositor's hits bear a star.

For O=C(/C=N/NC(=O)c1ccc(Cl)cc1Cl)c1ccccc1 the results were hgDAF-12 ag 3.4, FXN GAA850 act 3.6, DAX1 inh-1 0.7, ADAM10 inh 3, PLC-gamma1 inh -1, hcDAF12 agonist 0.8, sPLA2-III inh -10, PLCb3 inh -9, DAX1 inh-2 0.7, ssDAF-12 act -0.8 and ADAM17 inh 1.
`CCCCn1c(CCNC(=O)CCC)nc2ccccc21` gave hgDAF-12 ag 5.3, FXN GAA850 act -0.6, DAX1 inh-1 0.3, ADAM10 inh -3, PLC-gamma1 inh 0, hcDAF12 agonist 1.2, sPLA2-III inh 16, PLCb3 inh -4, DAX1 inh-2 -0.2, ssDAF-12 act -0.8 and ADAM17 inh -5.
For Cc1cc(C)c2[nH]c(=O)c(=O)[nH]c2c1 the results were hgDAF-12 ag -0.1, FXN GAA850 act 0.8, DAX1 inh-1 0.5, ADAM10 inh -38, PLC-gamma1 inh -44, hcDAF12 agonist 0.6, sPLA2-III inh 3, PLCb3 inh -68, DAX1 inh-2 2.3, ssDAF-12 act -0.3 and ADAM17 inh -19.
Cc1cc(C)c(/C=N/NC(N)=O)c(C)c1/C=N/NC(N)=O was read as hgDAF-12 ag 0.5, FXN GAA850 act 2.2, DAX1 inh-1 0.2, ADAM10 inh 3, PLC-gamma1 inh 1, hcDAF12 agonist -1.0, sPLA2-III inh 9, PLCb3 inh 3, DAX1 inh-2 -0.1, ssDAF-12 act -1.3 and ADAM17 inh 0.
O=C(Nc1nnc(SCc2ccccc2)s1)C1=COCCO1 was read as hgDAF-12 ag 4.0, FXN GAA850 act 2.3, DAX1 inh-1 2.1, ADAM10 inh -8, PLC-gamma1 inh -14, hcDAF12 agonist 2.6, sPLA2-III inh -18, PLCb3 inh -26, DAX1 inh-2 0.0, ssDAF-12 act -0.3 and ADAM17 inh 0.
`CC1=CCCC(C)(C)C1/C=C/C(C)=N/NC(=O)c1ccncc1` (configuration not stated) gave hgDAF-12 ag -3.6, FXN GAA850 act 0.9, DAX1 inh-1 -0.1, ADAM10 inh -4, PLC-gamma1 inh -2, hcDAF12 agonist -0.7, sPLA2-III inh -2, PLCb3 inh -7, DAX1 inh-2 0.1, ssDAF-12 act -1.6 and ADAM17 inh -4.
For Cc1ccc(S(=O)(=O)N/N=C/c2cccc(OC3CSC3)c2)cc1 the results were hgDAF-12 ag -1.3, FXN GAA850 act 1.0, DAX1 inh-1 -0.4, ADAM10 inh 14, PLC-gamma1 inh 1, hcDAF12 agonist 0.4, sPLA2-III inh -11, PLCb3 inh -3, DAX1 inh-2 0.0, ssDAF-12 act -1.5 and ADAM17 inh 1.
For OCC1(Cc2ccccc2F)CCCN(CC2CCCCC2)C1 (configuration not stated) the results were hgDAF-12 ag 3.7, FXN GAA850 act 0.2, DAX1 inh-1 -0.1, ADAM10 inh -4, PLC-gamma1 inh -1, hcDAF12 agonist 1.7, sPLA2-III inh -4, PLCb3 inh -4, DAX1 inh-2 0.7, ssDAF-12 act -1.1 and ADAM17 inh -2.
CN(CC(=O)NCCc1ccc(S(N)(=O)=O)cc1)CC(=O)Nc1cccc(F)c1 was read as hgDAF-12 ag -1.3, FXN GAA850 act 0.8, DAX1 inh-1 -1.5, ADAM10 inh 3, PLC-gamma1 inh 3, hcDAF12 agonist -1.1, sPLA2-III inh 0, PLCb3 inh 3, DAX1 inh-2 -0.6, ssDAF-12 act -1.2 and ADAM17 inh -1.
Screening COc1ccc(NS(=O)(=O)c2cc(NC(=O)CNC(=O)c3ccc(C)s3)ccc2Cl)cc1 returned hgDAF-12 ag -0.7, FXN GAA850 act 1.6, DAX1 inh-1 -0.8, ADAM10 inh 11, PLC-gamma1 inh 1, hcDAF12 agonist -3.7, sPLA2-III inh -33, PLCb3 inh -1, DAX1 inh-2 -0.6, ssDAF-12 act -0.6 and ADAM17 inh 6.
COc1ccccc1C(=O)NC(=O)COC(=O)CCOc1ccc(C)cc1 was read as hgDAF-12 ag -2.3, FXN GAA850 act 0.7, DAX1 inh-1 0.8, ADAM10 inh -2, PLC-gamma1 inh -3, hcDAF12 agonist -0.4, sPLA2-III inh 7, PLCb3 inh -6, DAX1 inh-2 0.7, ssDAF-12 act -0.5 and ADAM17 inh -28.
`O=C(c1ccc(S(=O)(=O)Nc2ccccc2)cc1)N1CCOCC1` gave hgDAF-12 ag -1.9, FXN GAA850 act -0.1, DAX1 inh-1 -1.4, ADAM10 inh 5, PLC-gamma1 inh 2, hcDAF12 agonist -0.7, sPLA2-III inh -5, PLCb3 inh -1, DAX1 inh-2 -0.3, ssDAF-12 act -1.1 and ADAM17 inh -1.
For NC(=S)N/N=C/c1ccc(-c2ccc(SC(F)F)cc2)o1 the results were hgDAF-12 ag 4.5, FXN GAA850 act -4.9, DAX1 inh-1 -0.9, ADAM10 inh -133, PLC-gamma1 inh -49, hcDAF12 agonist 5.0, sPLA2-III inh 19, PLCb3 inh -78, DAX1 inh-2 1.5, ssDAF-12 act 0.2 and ADAM17 inh -55.
Screening COC(=O)c1sc(NC(=O)c2cc(-c3ccccc3)nc3ccccc23)c(C#N)c1C returned hgDAF-12 ag -2.4, FXN GAA850 act -0.5, DAX1 inh-1 0.2, ADAM10 inh -4, PLC-gamma1 inh -3, hcDAF12 agonist 1.5, sPLA2-III inh -5, PLCb3 inh -1, DAX1 inh-2 -1.0, ssDAF-12 act -0.9 and ADAM17 inh -1.
Screening Cc1cc(NS(=O)(=O)c2ccc(NC(=O)CSc3nnc(-c4ccco4)n3N)cc2)nc(C)n1 returned hgDAF-12 ag 4.8, FXN GAA850 act 0.8, DAX1 inh-1 -0.2, ADAM10 inh -3, PLC-gamma1 inh -1, hcDAF12 agonist 0.4, sPLA2-III inh 0, PLCb3 inh 3, DAX1 inh-2 -0.7, ssDAF-12 act -0.9 and ADAM17 inh -1.

Continued (2 carried over from the part before).
Screening COC(=O)c1sc(NC(=O)c2cc(-c3ccccc3)nc3ccccc23)c(C#N)c1C returned hgDAF-12 ag -2.4, FXN GAA850 act -0.5, DAX1 inh-1 0.2, ADAM10 inh -4, PLC-gamma1 inh -3, hcDAF12 agonist 1.5, sPLA2-III inh -5, PLCb3 inh -1, DAX1 inh-2 -1.0, ssDAF-12 act -0.9 and ADAM17 inh -1.
Screening Cc1cc(NS(=O)(=O)c2ccc(NC(=O)CSc3nnc(-c4ccco4)n3N)cc2)nc(C)n1 returned hgDAF-12 ag 4.8, FXN GAA850 act 0.8, DAX1 inh-1 -0.2, ADAM10 inh -3, PLC-gamma1 inh -1, hcDAF12 agonist 0.4, sPLA2-III inh 0, PLCb3 inh 3, DAX1 inh-2 -0.7, ssDAF-12 act -0.9 and ADAM17 inh -1.
Screening Cc1cccc(-n2nc3c(c2NC(=O)CCCl)CSC3)c1 returned hgDAF-12 ag 1.2, FXN GAA850 act 2.0, DAX1 inh-1 -0.2, ADAM10 inh 4, PLC-gamma1 inh -1, hcDAF12 agonist -1.8, sPLA2-III inh -8, PLCb3 inh 6, DAX1 inh-2 0.8, ssDAF-12 act -1.2 and ADAM17 inh 3.
Screening Cc1cccc2cc(CN(CCCN(C)C)C(=S)NCCc3ccccc3)c(=O)[nH]c12 returned hgDAF-12 ag 2.0, FXN GAA850 act -1.0, DAX1 inh-1 0.8, ADAM10 inh -3, PLC-gamma1 inh 1, hcDAF12 agonist -0.9, sPLA2-III inh -2, PLCb3 inh -3, DAX1 inh-2 0.8, ssDAF-12 act -1.5 and ADAM17 inh -3.
O=C1CSC(c2ccccn2)N1c1ccc(C(F)(F)F)cc1 (configuration not stated) was read as hgDAF-12 ag -1.9, FXN GAA850 act 0.5, DAX1 inh-1 -0.2, ADAM10 inh -4, PLC-gamma1 inh 2, hcDAF12 agonist 1.5, sPLA2-III inh 8, PLCb3 inh 3, DAX1 inh-2 -0.3, ssDAF-12 act -1.7 and ADAM17 inh -7.
Cc1cc(=O)[nH]c(SCC(=O)Nc2nc3ccccc3s2)n1 was read as hgDAF-12 ag 6.0, FXN GAA850 act 0.4, DAX1 inh-1 0.4, ADAM10 inh -7, PLC-gamma1 inh -8, hcDAF12 agonist 5.4, sPLA2-III inh 2, PLCb3 inh -18, DAX1 inh-2 1.7, ssDAF-12 act 0.5 and ADAM17 inh -3.
Screening COc1ccc(NC(=O)NNS(=O)(=O)c2ccc(OC)c(OC)c2)c(OC)c1 returned hgDAF-12 ag -0.3, FXN GAA850 act -0.5, DAX1 inh-1 -1.1, ADAM10 inh -14, PLC-gamma1 inh 0, hcDAF12 agonist 0.1, sPLA2-III inh 0, PLCb3 inh -5, DAX1 inh-2 0.3, ssDAF-12 act -1.2 and ADAM17 inh -4.
`Cn1nc(C(=O)OCC(=O)Nc2ccccc2OC(F)F)c2ccccc2c1=O` gave hgDAF-12 ag 1.1, FXN GAA850 act -1.1, DAX1 inh-1 0.2, ADAM10 inh -4, PLC-gamma1 inh -1, hcDAF12 agonist 0.6, sPLA2-III inh 2, PLCb3 inh -4, DAX1 inh-2 -0.5, ssDAF-12 act 0.3 and ADAM17 inh -9.
CCOC(=O)C1(Cc2cccc(Cl)c2)CCCN(C(=O)c2cc(C)n(C)n2)C1 (configuration not stated) was read as hgDAF-12 ag 0.2, FXN GAA850 act 0.3, DAX1 inh-1 -2.3, ADAM10 inh 6, PLC-gamma1 inh 10*, hcDAF12 agonist -1.4, sPLA2-III inh 1, PLCb3 inh -3, DAX1 inh-2 0.0, ssDAF-12 act -1.1 and ADAM17 inh 3.
CCCn1nnnc1NCc1ccccc1OCc1ccc(F)cc1 was read as hgDAF-12 ag -0.8, FXN GAA850 act 2.4, DAX1 inh-1 0.0, ADAM10 inh 2, PLC-gamma1 inh -2, hcDAF12 agonist -1.6, sPLA2-III inh -3, PLCb3 inh 2, DAX1 inh-2 -1.7, ssDAF-12 act -2.1 and ADAM17 inh -2.
`CC1=NN2C(=N)/C(=C\c3cc(C)n(Cc4ccccc4)c3C)C(=O)N=C2S1` gave hgDAF-12 ag -1.1, FXN GAA850 act 2.0, DAX1 inh-1 0.3, ADAM10 inh 0, PLC-gamma1 inh -11, hcDAF12 agonist -1.4, sPLA2-III inh -2, PLCb3 inh -20, ssDAF-12 act -1.1 and ADAM17 inh -3.
Screening N#Cc1ccc(S(=O)(=O)N2CCC(C(=O)N3CCN(Cc4ccc5c(c4)OCO5)CC3)CC2)cc1 returned hgDAF-12 ag -4.8, FXN GAA850 act -1.6, DAX1 inh-1 -3.1, ADAM10 inh -10, PLC-gamma1 inh -5, hcDAF12 agonist -3.2, sPLA2-III inh 5, PLCb3 inh -7, DAX1 inh-2 -1.2, ssDAF-12 act -0.9 and ADAM17 inh -1.
O=C(O)CCC(=O)N(Cc1ccco1)C1CC(=O)N(c2ccccc2)C1=O (configuration not stated) was read as hgDAF-12 ag -1.6, FXN GAA850 act -0.4, DAX1 inh-1 0.4, ADAM10 inh -1, PLC-gamma1 inh -2, hcDAF12 agonist -0.9, sPLA2-III inh 1, PLCb3 inh -10, DAX1 inh-2 0.9, ssDAF-12 act -1.2 and ADAM17 inh -6.

Compounds as they come, and some 6.9% of all compounds hit somewhere here.
